# Screens: PubChem BioAssay, several laboratories
# Ecoli tolC – growth inhibitors of E. coli tolC mutant, primary screen, strain BW25113 ΔtolC::kan, 384-well | growth inhibition, % at 10 µM (by protocol) | OD615 | 2.2% of 65,000 active;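 active means growth inhibition at or above a cutoff equal to the mean over every tested compound plus 3 SD, cut at about 60% in these data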;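 further: growth measured after 20 h incubation at 37 °C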
#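 Material: E. coli BW25113 ΔtolC::kan, tolC deletion mutant strain. Measure: percent growth inhibition. Schedule: 37 °C, 20 h exposure. Doses: single-point testing at 10 µM. Signal: A615 absorbance measurement. Buffer or medium: kanamycin-containing LB broth (50 µg/mL).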
# NADH coupling – inhibitors of PK/LDH coupling enzymes, profiling panel, artefact control, biochemical, MLSMR library; coupled PK/LDH NADH assays, four targets; AID 774, 2007; IC50, µM (top dose mostly 10 µM), for inactives: at the top dose inhibition; 0.02% of 65,000 active;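 active means single-dose screening hits from any of four coupled enzyme assays that gave an IC50 when retested across doses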;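 further: the DPM-DC format reads NADH fluorescence rather than 340 nm absorbance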
# SF-1 act – activators of human SF-1, primary screen, cell-based, CHO-K1, Gal4-SF-1 LBD, luciferase luminescence; Steroidogenic factor 1 (Homo sapiens), Q13285; CHO-K1 Gal4-SF-1 LBD luciferase reporter; % increase over DMSO SF-1-specific signal; activation, % at 10 µM; 1.9% of 65,000 active; AID 522, 2006;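 active means activation above the mean activation of all tested compounds plus 3 SD, cut at about 50% in these data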
#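 System: CHO-K1 cells with Gal4–hSF-1 LBD chimera plus Gal4-driven luciferase; quantity: 4,000 CHO-K1 cells per well; compound: one dose, 10 µM compound, 1% DMSO; times: 20 h compound treatment, 37 °C; measured by: SteadyLite luciferase luminescence; read-out: percent activation versus DMSO; benchmarks: DMSO and mock-transfected background; replicates: one test per compound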
# M1 antag – antagonists of rat M1 muscarinic receptor. Muscarinic acetylcholine receptor M1 (Rattus norvegicus), P08482. CHO-M1 cells, Fluo-4 calcium, ACh EC80 antagonist mode; stronger effect = lower value. B-score at 10 µM. 3.4% of 64,000 active. AID 628, 2007;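 active means calcium fluorescence response, raw or row-and-column corrected B-score, differing from the plate sample mean either way at a set confidence level, mostly lower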
# Target sequence (P08482 whole entry, looked up): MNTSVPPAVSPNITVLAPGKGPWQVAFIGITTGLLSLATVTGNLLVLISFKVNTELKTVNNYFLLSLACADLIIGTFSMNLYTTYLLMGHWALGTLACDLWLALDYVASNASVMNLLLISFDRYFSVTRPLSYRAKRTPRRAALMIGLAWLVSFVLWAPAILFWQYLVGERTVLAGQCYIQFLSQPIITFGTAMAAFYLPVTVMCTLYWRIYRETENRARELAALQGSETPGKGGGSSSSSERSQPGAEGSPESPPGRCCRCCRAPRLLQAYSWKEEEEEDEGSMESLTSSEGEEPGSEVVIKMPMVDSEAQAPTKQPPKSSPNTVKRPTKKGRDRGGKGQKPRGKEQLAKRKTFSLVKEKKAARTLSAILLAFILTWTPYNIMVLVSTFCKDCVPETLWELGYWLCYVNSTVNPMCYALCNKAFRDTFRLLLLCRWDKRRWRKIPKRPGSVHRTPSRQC
# Autofluor 339 – intrinsic fluorescence of library compounds, ex339/em460 – biochemical, MLSMR library, data from DPM-DC assay, artefact control, profiling panel. compound autofluorescence, ex339/em460 nm, NADH buffer; stronger effect = higher value; 1 = no-compound wells, NADH background. fluorescence fold increase at 10 µM. 5.5% of 65,000 active. AID 709, 2007;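 active means at 10 µM, mean starting fluorescence two-fold or more over control wells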;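 further: signal is the first read of a kinetic run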
# TNAP act mid DEA – human TNAP enzyme activators, primary screen, biochemical, luminescent, intermediate phosphate acceptor level | Alkaline phosphatase, tissue-nonspecific isozyme (Homo sapiens), P05186 | purified TNAP, CDP-star luminescence, 100 mM DEA, 30 min; stronger effect = higher value; scale: 0 levamisole-inhibited, 1 vehicle-only enzyme | activation factor at 20 µM | 64,000 tested, under 10 active | AID 813, 2007;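 active means activation factor of at least 2 at 20 µM, relative to controls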
# Target sequence (P05186 whole entry, looked up): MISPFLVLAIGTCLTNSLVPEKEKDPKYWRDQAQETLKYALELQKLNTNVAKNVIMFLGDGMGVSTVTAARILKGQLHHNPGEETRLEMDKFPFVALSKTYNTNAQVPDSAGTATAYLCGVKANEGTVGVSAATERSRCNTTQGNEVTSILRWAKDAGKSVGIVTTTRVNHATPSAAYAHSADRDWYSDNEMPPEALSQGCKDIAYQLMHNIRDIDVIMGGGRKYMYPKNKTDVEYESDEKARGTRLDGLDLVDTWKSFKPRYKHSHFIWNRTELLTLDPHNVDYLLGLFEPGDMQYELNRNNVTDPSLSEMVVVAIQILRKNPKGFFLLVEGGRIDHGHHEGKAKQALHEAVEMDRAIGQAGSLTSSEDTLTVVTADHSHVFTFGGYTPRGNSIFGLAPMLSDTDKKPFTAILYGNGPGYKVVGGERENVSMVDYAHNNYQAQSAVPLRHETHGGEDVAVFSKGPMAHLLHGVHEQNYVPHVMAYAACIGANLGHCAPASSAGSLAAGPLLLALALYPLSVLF
# M1 ag – M1 muscarinic receptor agonists, primary screen, CHO-M1 cells, Fluo-4 calcium, agonist mode; Muscarinic acetylcholine receptor M1; Fluo-4 calcium fluorescence; stronger effect = higher value; AID 626, 2007; 3% of 64,000 active; B-score at 10 µM;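 active means fluorescence rise, raw or as B-score row- and column-corrected plate score, outside the 99.7% band of its plate's samples, either direction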
# Ec RNAP inh – E. coli RNAP inhibitors, biochemical; DNA-directed RNA polymerase subunit beta (Escherichia coli (strain K12)), P0A8V2; E. coli RNA polymerase, fluorescence transcription assay; inhibition, %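 (tested at 10 µM)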; 0.2% of 62,000 active; AID 559, 2006; in the data active means inhibition above about 20%;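 further: 0% = enzyme without compound and 100% = no enzyme blank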
# RORA act – activators of orphan receptor RORA, primary screen, cell-based, luminescence; AID 560, 2006; activation, % at 10 µM; CHO-K1 Gal4-RORA LBD luciferase reporter; percent increase over mock-subtracted basal signal; Nuclear receptor ROR-alpha (Homo sapiens), P35398; 1.5% of 65,000 active;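 active means activation above the mean of all tested compounds plus 3 SD, cut at about 49% in these data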;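 further: 0% = DMSO-treated RORA cells and 100% = added signal equal to DMSO minus mock-transfected cells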
# The depositor's hits bear a star; x = no result given; [ ] = remark or other dose.
# Abbreviations – A = Ecoli tolC; B = NADH coupling; C = SF-1 act; D = M1 antag; E = Autofluor 339; F = TNAP act mid DEA; G = M1 ag; H = Ec RNAP inh; I = RORA act
mol: Cc1cc(C)n(-c2ccc(C(=O)OCC(=O)Nc3ccc(S(=O)(=O)N4CCOCC4)cc3)cc2)n1
  A: 22	B: 6%	C: -9	D: -0.013	E: 1.1	F: 1	G: 1	H: 4	I: -11

mol: O=C(NC1CCCCC1)N1CCC(n2cnc3ccccc32)CC1
  A: -23	B: 8%	C: -4	D: 0.76	E: 1.1	F: 0.9	G: -0.96	H: -1	I: -7

mol: Cc1ccc2[nH]c3c(c2c1)CN(C(=O)CN1CCN(Cc2ccc4c(c2)OCO4)CC1)CC3
  A: 10	B: 10%	C: 13	D: -1.6	E: 1.1	F: 0.9	G: 0.065	H: 10	I: -12

mol: CN(CC(=O)NC1CCCCCCC1)S(=O)(=O)c1cccc2cccnc12
  A: 21	B: 5%	C: -4	D: 0.68	E: 1.1	F: 1	G: 1.3	H: 4	I: -11

mol: Nc1nnc(SCC(=O)N2CCN(c3ccccc3)CC2)n1-c1ccccc1
  A: 2	B: 3%	C: 6	D: 0.13	E: 1	F: 0.9	G: -0.32	H: 6	I: -4

mol: Cc1cccc(OCCCC(=O)Nc2ccc(N3CCOCC3)cc2)c1
  A: -8	B: 5%	C: x	D: -0.39	E: 1.1	F: 0.9	G: 0.25	H: 4	I: x

mol: CCOC(=O)C1(Cc2ccc(O)cc2)NC(c2ccco2)C2C(=O)N(c3ccccc3F)C(=O)C21 (stereo not drawn)
  A: -9	B: 9%	C: -9	D: 0.49	E: 1	F: 0.9	G: -1.2	H: 11	I: 15

mol: COc1ccc(OC)c(NC(=O)CCN2CCN(c3ccccc3F)CC2)c1
  A: -3	B: 2%	C: x	D: -0.48	E: 0.98	F: 0.9	G: -0.31	H: -4	I: x

mol: Cc1cc(C)c(S(N)(=O)=O)c(C)c1-n1cnnn1
  A: -6	B: 4%	C: -3	D: 0.91	E: 1.1	F: 0.7	G: -0.089	H: 8	I: -3

mol: O=C1CCC(=O)N1OCCOc1ccc2c(c1)CCC2
  A: -8	B: 4%	C: 28	D: 0.14	E: 1.1	F: 0.9	G: 0.34	H: 2	I: 10

mol: CC(C)N1C(=O)CCC1C(=O)NC1CCCC1 (stereo not drawn)
  A: -17	B: 8%	C: -6	D: -0.64	E: 1	F: 1	G: 0.32	H: 6	I: -5

mol: CC(=O)Cn1c(C(F)(F)F)nc2ccccc21
  A: -15	B: 3%	C: -23	D: 0.095	E: 1.1	F: 0.9	G: 0.31	H: -1	I: -3

mol: Cc1ccc(C2C(C(=O)c3sc(C)nc3C)=C(O)C(=O)N2CCN2CCOCC2)o1 (stereo not drawn)
  A: -14	B: 6%	C: -5	D: -0.17	E: 1.1	F: 0.8	G: -0.033	H: 4	I: 22

mol: CCc1ncc(C(O)c2cccc3ccccc23)n1C (stereo not drawn)
  A: -24	B: 4%	C: 8	D: -1.3	E: 1.1	F: 0.9	G: 0.022	H: 10	I: -26

mol: OC(CN1CCN(c2cccc(C(F)(F)F)c2)CC1)c1c[nH]c2ccccc12 (stereo not drawn)
  A: 34	B: 4%	C: -6	D: 0.047	E: 1.2	F: 1	G: 0.62	H: 4	I: 3

mol: CCCCOC(=O)CNc1nnc(SCC(=O)OCC)[nH]c1=O
  A: 1	B: 3%	C: -2	D: -0.15	E: 1	F: 0.9	G: 0.014	H: 4	I: -16

mol: Cn1c(Cc2cccs2)nnc1SC/C=C/c1ccccc1
  A: 11	B: 1%	C: 11	D: -0.77	E: 1	F: 0.9	G: -0.068	H: -5	I: -6

mol: COc1ccccc1Nc1nc2c(s1)CCC2
  A: 22	B: 7%	C: 5	D: -1.2	E: 1.1	F: 0.9	G: -1.1	H: 9	I: 0

mol: O=C(NCc1ccc(Cl)cc1)c1ccc(COCC(F)(F)F)o1
  A: 10	B: 3%	C: -17	D: 0.1	E: 0.99	F: 0.8	G: 0.48	H: 5	I: -11

mol: COc1ccc2[nH]cc(CCNC(=O)C3CCCNC3=O)c2c1 (stereo not drawn)
  A: -13	B: 2%	C: 24	D: 1.4	E: 1.1	F: 0.9	G: -0.026	H: 8	I: -6

mol: Cc1ccnc(-n2c(CCN3C(=O)c4ccccc4C3=O)nc3ccccc3c2=O)c1
  A: 12	B: 3%	C: 9	D: -0.21	E: 1.1	F: 0.9	G: 0.049	H: 10	I: 3

mol: Cc1cc(OCC(=O)Nn2cnnc2)ccc1Br
  A: -1	B: 4%	C: 5	D: -0.55	E: 1	F: 0.9	G: 0.061	H: 7	I: -8

mol: COCCNC(=O)C(c1ccc(C)o1)N(C(=O)c1snc(C(N)=O)c1N)c1ccc(C)c(C)c1 (stereo not drawn)
  A: 14	B: 7%	C: 22	D: 0.35	E: 1.6	F: 1	G: -0.52	H: 1	I: 29

mol: CCN1CCN(CCCNC(=O)c2cc3cc4ccc(OC)cc4nc3o2)CC1
  A: -3	B: 7%[fluoresces]	C: 7	D: -3.9*	E: 5.2*	F: 1	G: -0.068	H: -52	I: 20

mol: c1ccc(N2CCN(c3nc(NCc4ccco4)c4ccccc4n3)CC2)cc1
  A: 3	B: 1%	C: 6	D: -0.65	E: 1.6	F: 0.8	G: 0.27	H: 8	I: -7

# Structural class: those above with an aryl methoxy group (four)
# Abbreviations – A = Ecoli tolC; B = NADH coupling; C = SF-1 act; D = M1 antag; E = Autofluor 339; F = TNAP act mid DEA; G = M1 ag; H = Ec RNAP inh; I = RORA act
mol: COc1ccc(OC)c(NC(=O)CCN2CCN(c3ccccc3F)CC2)c1
  A: -3	B: 2%	C: x	D: -0.48	E: 0.98	F: 0.9	G: -0.31	H: -4	I: x

mol: COc1ccccc1Nc1nc2c(s1)CCC2
  A: 22	B: 7%	C: 5	D: -1.2	E: 1.1	F: 0.9	G: -1.1	H: 9	I: 0

mol: COc1ccc2[nH]cc(CCNC(=O)C3CCCNC3=O)c2c1 (stereo not drawn)
  A: -13	B: 2%	C: 24	D: 1.4	E: 1.1	F: 0.9	G: -0.026	H: 8	I: -6

mol: CCN1CCN(CCCNC(=O)c2cc3cc4ccc(OC)cc4nc3o2)CC1
  A: -3	B: 7%[fluoresces]	C: 7	D: -3.9*	E: 5.2*	F: 1	G: -0.068	H: -52	I: 20

# Next results.
# Abbreviations – A = Ecoli tolC; B = NADH coupling; C = SF-1 act; D = M1 antag; E = Autofluor 339; F = TNAP act mid DEA; G = M1 ag; H = Ec RNAP inh; I = RORA act
mol: O=C1C=C(NCCNc2c(F)c(F)c(CO)c(F)c2F)CCC1
  A: 3	B: 3%	C: 15	D: -0.25	E: 1.1	F: 0.9	G: 0.037	H: -1	I: -9

mol: Cc1nnc(NC(=O)C2CCCN(S(=O)(=O)Cc3ccccc3)C2)s1 (stereo not drawn)
  A: -18	B: 4%	C: -12	D: 0.24	E: 1.1	F: 1	G: 0.59	H: -5	I: 2

mol: Cc1nnc(Sc2cc(C(=O)NCc3ccco3)c3ccccc3n2)s1
  A: 1	B: 4%	C: -4	D: -0.72	E: 1.3	F: 1	G: -0.31	H: -1	I: -9

mol: Cc1ccnc(NC(=O)CCc2c(C)nc3ncnn3c2C)c1
  A: -7	B: 5%	C: 2	D: 0.37	E: 1.1	F: 1	G: -0.83	H: 1	I: 2

mol: CC#CCCCC(=O)Nc1ccc(C(=O)O)cc1
  A: -25	B: 5%	C: 2	D: -0.92	E: 1.1	F: 0.8	G: -1.4	H: 9	I: -4

mol: O=C(NC1CCCC1)c1ccc(Br)s1
  A: 50	B: 2%	C: 7	D: 0.26	E: 1.1	F: 0.9	G: 1.2	H: 2	I: 9

mol: Cn1c(C(=O)NCCN2CCN(Cc3ccccc3)CC2)cc2c(=O)n(C)c3ccccc3c21
  A: 22	B: 5%	C: -2	D: -6.9*	E: 1.2	F: 0.9	G: 0.043	H: -5	I: 28

mol: COc1ccc2c(c1OC)C(=O)OC2Nc1ccccn1 (stereo not drawn)
  A: -12	B: 9%	C: -20	D: 0.74	E: 1.1	F: 1.1	G: 0.31	H: 4	I: -1

mol: C=C(C)C1CCC(C)=C1CC(C)(C)/C=N\n1cnnc1 (stereo not drawn)
  A: 13	B: 2%	C: -20	D: 0.29	E: 1.1	F: 1	G: 0.92	H: -12	I: -14

mol: Nc1ccn(-c2ccccc2)c(=O)c1
  A: -6	B: 3%	C: 16	D: -0.31	E: 1.1	F: 0.9	G: -1.4	H: 3	I: -24

mol: COc1cc(C(=O)Nc2nccs2)cc(OC)c1OC
  A: 10	B: 1%	C: 6	D: -0.18	E: 1.1	F: 0.9	G: 1.8	H: 7	I: -16

mol: CN(C)Cc1nc2c([nH]1)c(=O)n(C)c(=O)n2C
  A: -22	B: 7%	C: -11	D: 1.5	E: 1.1	F: 1	G: 0.31	H: -7	I: -4

mol: C/C(=C1\SC(N2CCOCC2)=NC1=O)c1ccc(C)cc1
  A: 14	B: 10%	C: -10	D: -1.1	E: 0.98	F: 0.8	G: -1.2	H: 12	I: -3

mol: CCN1CCN(C(c2ccc(F)cc2)c2nnnn2Cc2cccs2)CC1 (stereo not drawn)
  A: -10	B: 3%	C: 23	D: 0.087	E: 1	F: 0.9	G: 0.78	H: 8	I: -12

mol: N#CCc1nc2c3c4c(sc3ncn2n1)CCCC4
  A: 0	B: 2%	C: -11	D: 0.83	E: 1.1	F: 0.8	G: 0.0087	H: 7	I: -14

mol: Cn1c(=O)c2c(ncn2CC(=O)Nc2nnc(Cc3ccccc3)s2)n(C)c1=O
  A: 2	B: 3%	C: 5	D: 0.22	E: 1.1	F: 0.9	G: -0.94	H: -1	I: 4

mol: CCn1cc(C(=O)OCc2ccc(F)cc2)c(=O)c2ccc(C)nc21
  A: 14	B: 4%	C: 15	D: -0.032	E: 1	F: 0.9	G: -0.34	H: 11	I: 39

mol: Cc1ccnc(NC(=O)CCCOc2cc(=O)n(C)c3ccccc23)c1
  A: -3	B: 3%	C: -59	D: -0.67	E: 1	F: 1	G: -0.2	H: -3	I: -57

mol: c1ccc2nc3c(nc2c1)CCc1nonc1-3
  A: -9	B: 5%	C: -4	D: 0.0065	E: 1.1	F: 1	G: 1.2	H: x	I: -8

# One compound at a time, as listed above. Order of values: Ecoli tolC	NADH coupling	SF-1 act	M1 antag	Autofluor 339	TNAP act mid DEA	M1 ag	Ec RNAP inh	RORA act
# Profile of CCCCOC(=O)CNc1nnc(SCC(=O)OCC)[nH]c1=O = 1	3%	-2	-0.15	1	0.9	0.014	4	-16
# Profile of CN(C)Cc1nc2c([nH]1)c(=O)n(C)c(=O)n2C = -22	7%	-11	1.5	1.1	1	0.31	-7	-4
